Pol kappa inh: qHTS for Inhibitors of Polymerase Kappa; AID 588579, 2011; Potency, µM (titrated, usually from 107 µM), inactives show at the top dose activity, negative = inhibition, hits mostly inhibitors; DNA polymerase kappa (Homo sapiens), Q9UBT6; hit rate 0.53% among 400,000; purified Pol kappa, fluorescent DNA synthesis assay, 10 min; note: potency is the fitted concentration of half-maximal effect; % is set by controls: 0 for no effect and ±100 for the full control effect
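Kinetic fluorescence readout at 0 and 10 min followed reaction start with substrate at 50 nM final. Beforehand, enzyme (10 nM Pol kappa) stood 15 min with compound at room temperature; buffer-only wells were negative controls.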
Pol iota inh: qHTS for Inhibitors of Polymerase Iota; Pol iota fluorescent replication assay, 10 min; Potency, µM (series often up to 115 µM), for inactives: at the top dose activity, negative = inhibition, hits mostly inhibitors; hit rate 1% among 390,000; AID 588590, 2011; note: potency is the fitted concentration of half-maximal effect
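Fluorescent replication assay read twice, at 0 min and 10 min after adding 50 nM (final) substrate. Enzyme (10 nM) and compounds were first incubated 15 min at room temperature; enzyme-free buffer wells were negative controls.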
BLM helicase inh: qHTS Assay for Inhibitors of Bloom's syndrome helicase (BLM) | RecQ-like DNA helicase BLM (Homo sapiens), P54132 | hit rate 0.2% among 350,000 | recombinant BLM DNA unwinding, fluorescence dequenching | AID 2528, 2010 | Potency, µM (doses to about 56.1 µM), for the others: at the top dose activity change, negative = inhibition, usual class: inhibitors;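 note: potency is the fitted concentration of half-maximal effect; plate controls were vehicle for no effect and no enzyme for full effect; nearly all actives have a fitted effect of over 35% in size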
POLB inh: qHTS Assay for Inhibitors of DNA Polymerase Beta; Pol beta primer extension/strand displacement, fluorescence kinetic; Potency, µM (top dose mostly 114 µM), for the others: at the highest dose activity change, negative = inhibition, usual class: inhibitors; hit rate 1.3% among 340,000; AID 485314, 2010; note: potency is the fitted concentration of half-maximal effect; % is set by controls: 0 for no effect and ±100 for the full control effect
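Values derive from four-parameter Hill fits of normalized kinetic data: reads at 0 and 10 min following addition of 50 nM substrate to 10 nM Pol beta preincubated 15 min with compound.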
Glioma ERSR ind: qHTS for Inducers of the Endoplasmic Reticulum Stress Response (ERSR) in Human Glioma: qHTS; hit rate 0.02% among 420,000; U87-MG GRP78 promoter luciferase reporter, 16 h; AID 602332, 2012; Potency, µM, for inactives: at the highest dose activation, actives largely listed as activators; note: potency is the fitted concentration of half-maximal effect; series mostly up to about 76 µM; % of control where 0% means no effect; nearly all actives have a fitted effect of over 35% in size
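Stably transfected U87-MG human glioma cells carrying a GRP78-based luminescent sensor were seeded at 1000 cells/well, pin-dosed with compounds and incubated 16 h. Luciferase reagent was then added, and end-point luminescence was read after 10 min at room temperature.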
Pol eta inh: qHTS for Inhibitors of Polymerase Eta | DNA polymerase eta (Homo sapiens), Q9Y253 | recombinant Pol eta, fluorescent DNA replication assay | Potency, µM (titrated, usually from 114 µM), inactives show at the highest dose activity change, negative = inhibition, usual class: inhibitors | hit rate 1.2% among 390,000 | AID 588591, 2011; note: potency is the fitted concentration of half-maximal effect; % is set by controls: 0 for no effect and ±100 for the full control effect
Target sequence (Q9Y253 whole entry, looked up): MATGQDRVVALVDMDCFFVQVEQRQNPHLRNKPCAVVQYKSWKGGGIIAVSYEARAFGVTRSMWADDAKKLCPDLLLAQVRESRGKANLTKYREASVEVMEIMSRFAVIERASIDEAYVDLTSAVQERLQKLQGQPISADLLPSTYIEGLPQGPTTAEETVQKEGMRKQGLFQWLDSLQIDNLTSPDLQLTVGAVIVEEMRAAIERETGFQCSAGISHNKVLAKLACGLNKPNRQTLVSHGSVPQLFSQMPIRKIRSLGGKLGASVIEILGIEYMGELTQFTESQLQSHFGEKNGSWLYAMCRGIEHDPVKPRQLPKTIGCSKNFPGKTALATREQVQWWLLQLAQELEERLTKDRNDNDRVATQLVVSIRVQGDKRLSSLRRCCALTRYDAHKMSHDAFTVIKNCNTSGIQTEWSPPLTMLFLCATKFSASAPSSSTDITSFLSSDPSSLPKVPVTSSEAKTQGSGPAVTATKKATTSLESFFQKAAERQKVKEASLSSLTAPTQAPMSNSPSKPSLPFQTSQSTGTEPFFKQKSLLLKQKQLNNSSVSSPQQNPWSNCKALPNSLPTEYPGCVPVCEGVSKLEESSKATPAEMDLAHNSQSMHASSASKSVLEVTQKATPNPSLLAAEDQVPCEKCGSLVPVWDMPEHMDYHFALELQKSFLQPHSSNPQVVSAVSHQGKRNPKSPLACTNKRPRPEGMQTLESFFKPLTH
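Pol eta at 10 nM preincubated with compounds 15 min at room temperature; reaction started with fluorescent substrate (50 nM final) and read kinetically at 0 and 10 min.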
APEX1 inh: qHTS Assay for Inhibitors of the Human Apurinic/apyrimidinic Endonuclease 1 (APE1); DNA repair nuclease/redox regulator APEX1 (Homo sapiens), P27695; recombinant APE1, TAMRA/BHQ-2 abasic DNA cleavage fluorescence; Potency, µM (doses to about 65.8 µM), for the others: at the top dose activity change, negative = inhibition, actives largely listed as inhibitors; hit rate 0.35% among 350,000;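 note: potency is the fitted concentration of half-maximal effect; plate controls were vehicle for no effect and reference inhibitor for full effect; nearly all actives have a fitted effect of over 55% in size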
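Activity was derived from the fluorescence gain between first and third kinetic reads (60 s intervals, ex 525/em 598 nm) after 50 nM THF-abasic TAMRA/BHQ-2 duplex was added to 0.75 nM APE1 preincubated 15 min with compound.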
LDHA inh: qHTS assay for inhibitors of human lactate dehydrogenase. L-lactate dehydrogenase A chain (Homo sapiens), P00338. purified LDHA, NADH/diaphorase-resazurin fluorescence; stronger effect = lower value. activity change, % (values are at about 110 or 230 µM). hit rate 0.15% among 480,000. AID 1347041, 2019; in the data active = activity change below about -30%; inconclusive = mostly about -25% to -30%;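 note: plate controls were DMSO wells for no effect and wells without enzyme for full effect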
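Human LDH5 at 2 nM final in Tris HCl pH 7.4 with 0.06 mM NADH and 0.2 mM pyruvate, reacted 5 minutes at room temperature. Remaining NADH coupled via diaphorase/resazurin; resorufin fluorescence read at 0 and 20 minutes, normalized to enzyme-free and DMSO wells.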
Apoferritin bind: qHTS Assay for Identification of Novel General Anesthetics. Ferritin light chain (Equus caballus), P02791. apoferritin/1-aminoanthracene competitive binding, fluorescence. Potency, µM (highest dose often 77.5 µM), for inactives: at the top dose activity change, negative = displacement, most hits filed as inhibitors. hit rate 0.074% among 350,000. AID 485281, 2010; note: potency is the fitted concentration of half-maximal effect; % is set by controls: 0 for no effect and ±100 for the full control effect; nearly all actives have a fitted effect of over 20% in size
Target sequence (P02791 2-175 limits assumed): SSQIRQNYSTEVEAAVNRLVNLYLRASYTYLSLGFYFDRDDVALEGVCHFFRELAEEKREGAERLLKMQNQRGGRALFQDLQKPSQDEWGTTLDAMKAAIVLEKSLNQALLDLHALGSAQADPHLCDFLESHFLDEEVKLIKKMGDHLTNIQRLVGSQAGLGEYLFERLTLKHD
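Probe: 1-aminoanthracene (50% saturated, PBS). Protein: horse-spleen apoferritin, 10 uM. Incubation: 10 min, room temperature. Detection: 380 nm excitation, 535 nm emission. Analysis: normalized response, four-parameter Hill.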
Active calls of the source: *; u = inconclusive; x = no result given; [ ] = remark or other dose. Unless noted, calls come from the whole dose curve; as a rule, active = well fitted curve in the direction sought with a large enough effect; inconclusive = small, poorly fitted or top-dose-only effect, or another doubt; inactive = no such curve, though single readings can be large; an effect the other way counts as inactive or inconclusive.

Results follow in this order: Pol kappa inh, Pol iota inh, BLM helicase inh, POLB inh, Glioma ERSR ind, Pol eta inh, APEX1 inh, LDHA inh, Apoferritin bind
(1) Cc1cccc(NC(=S)N/N=C/c2cccc(O)c2)c1C
 : 10%, 19%, -3%, -12%, -4%, -20%, -3%, -2, -4%
(2) CCOc1cc(/C=C2\SC(=O)N(c3ccc(O)cc3)C2=O)ccc1O
 : 12%, -6%, -2%, 0%, 5%, -9%, -3%, 1, -6%
(3) Cc1ccc(N=C(N)N=C(N)N)c(C)c1
 : -6%, -19%[58.9 µM], 0%, -1%, -4%, -1%, 6%, -4, 1%
(4) CC(C)C1Oc2ccccc2N(CC(=O)N(Cc2ccccn2)CC2CCCO2)C1=O (stereo unspecified)
 : -5%, 22%, -7%, 29%, -8%, -2%, -1%, -2, -12%
(5) CCN(CC)CCN1C(=O)C(O)=C(C(=O)c2ccc(C)o2)C1c1ccccn1 (stereo unspecified)
 : -10%, 34%[activator], x, x, 1%, -13%, x, 4, x
(6) CC(=O)N1C(O)CC(C)N1c1ccccc1 (stereo unspecified)
 : -4%, 34%[activator], -5%, 10%, -5%, -19%, -3%, -2, 1%
(7) Cc1cccc(/C=C2/Sc3ccc(C(=O)NCCN4CCCC4)cc3NC2=O)c1
 : -4%, 47%, -3%, u, -13%, -31%, -16%, 0, -10%
(8) COC(=O)c1c(-c2ccc(C)cc2)csc1NC(=S)NC(=O)c1cc(OC)cc(OC)c1
 : -2%, 22%, 2%, 10%, -3%, -16%, 7%, -6, -16%
(9) Cc1cccc(CNC(=O)C2CCC(=O)N(CCc3cccc(F)c3)C2)n1 (stereo unspecified)
 : -11%, 24%, 1%, 7%, -4%, -15%, 10%, -4, -5%
(10) COC(=O)c1ccc(NC(=S)NC2CC(C)(C)NC(C)(C)C2)cc1
 : -2%, 6%, -2%, 14%, -1%, -2%, 1%, -12, 5%
(11) CCc1cc[n+](C(C(=S)Nc2cccc(C)c2)=C([O-])c2ccc(C)c([N+](=O)[O-])c2)cc1
 : -8%, 1%, x, x, -6%, -16%, x, 7, x
(12) COc1ccc(OC)c(NC(=O)c2nc(S(=O)(=O)Cc3ccc(F)cc3)ncc2Cl)c1
 : u, u, 4%, u, -10%, -24%, x, -13, u
(13) O=C(OCc1ccc(Cl)cc1Cl)c1ccncc1
 : -1%, 10%, 0%, 50%, -2%, -7%, -4%, 1, u
(14) CC(C)(C)c1ccc(-c2nnc(-c3ccccc3NC(=O)c3ccc(F)cc3F)o2)cc1
 : 6%, 21%, -4%, 18%, 6%, -13%, x, -3, 4%
(15) COc1ccc(/C=N/Nc2cc(C)nc3c(C)cccc23)cc1
 : -18%, -13%, 20%, 25µM*, -4%, u, 4%, 1, 140%[activator]
(16) CCN(C(=O)Cn1c(=O)oc2ccccc21)c1ccc(C)c(C)c1
 : -9%[60.1 µM], -3%, -2%, 54%, 2%, 3%, 31%, -19, -8%
(17) CCN(CC)CCNC(=O)C1(c2ccccc2)CCCCC1
 : -5%, 38%[activator], x, x, -2%, -21%, x, -5, x
(18) COc1ccc(NC(=O)CN(c2cc(C)cc(C)c2)S(=O)(=O)c2c(C)n[nH]c2C)cc1
 : -6%, -25%, -4%, 8%, -3%, -18%, -1%, -2, -3%
(19) O=C(O)c1cc(C(=O)O)cc(-c2ccc(/C=c3/sc4nc5ccccc5n4c3=O)o2)c1
 : 18µM*, 10µM*, 88%[activator], 4.5µM*, -1%, 3.5µM*, 28µM*, 3, -9%
(20) O=C(Nc1ccccc1N1CCOCC1)c1ccc2nc[nH]c2c1
 : -6%, 96%[activator], 0%, 31%[activator], 4%, -1%, -3%, -7, -1%
(21) CC(=O)CCSc1nnc(-c2cccc(S(=O)(=O)N3CCOCC3)c2)o1
 : -2%, 19%, x, x, -3%, -15%, 46%, -9, x
(22) COC(=O)c1ccc(C(=O)OC)c(NC(=S)N2CCN(c3cc(Cl)ccc3C)CC2)c1
 : 12%, 0%, 3%, 13%, -3%, -14%, u, -2, -13%
(23) Cc1ccn(CC(=O)NC2CC(C)(C)Cc3c2cnn3-c2ccc(F)cc2)n1 (stereo unspecified)
 : 5%, 40%[activator], -6%, 31%, 3%, -27%, -10%, -3, 0%
(24) CSc1ccc(NC(=O)c2cccnc2)cc1C#N
 : -1%, 7%, -9%, u, 0%, -29%, u, -10, -3%
(25) CCCCc1ccc(S(=O)(=O)N/N=C(/C)c2ccncc2)cc1
 : -7%, u, -5%, 8%, -3%, 1%, -6%, -8, -19%
(26) C#Cc1ccc([C@H]2C=C(C(=O)N3CCN(Cc4ccc5c(c4)OCO5)CC3)O[C@@H](OCC)[C@@H]2CCCO)cc1
 : 4%, 23%, -7%, -12%, -2%, -27%, -4%, 1, 47%[activator]
(27) COc1ccc(-n2nc3c(c2NC(=O)CCCl)CSC3)cc1
 : -24%, 32%[activator], -1%, 4%, -2%, -8%, 28%, -7, 5%
(28) O=C(/C=C/c1cccc(F)c1)OCC(=O)c1ccc[nH]1
 : -33%, u, x, x, 8%, -25%, 0%, -8, x
(29) CCc1ccc(Nc2nnc(SCC(=O)Nc3sccc3C(N)=O)s2)cc1
 : -15%, u, -18%, 1%, -1%, u, -4%, -6, -23%
(30) Cc1nnc(NC(=O)CSc2nnc(C)n2Cc2ccccc2)s1
 : -5%, 12%, 3%, 10%, 2%, 5%, 2%, -12, 6%
(31) c1ccc2c(N3CCOCC3)nc(-c3ccncc3)nc2c1
 : -10%, -6%, -2%, 2%, 0%, 1%, 0%, -2, 6%
(32) C/C(=N/NS(=O)(=O)c1ccc(C)c(C)c1)c1c[nH]c2ccccc12
 : -11%, 25%, -4%, 30%, -3%, -12%, 6%, -4, -16%
(33) CCCOc1nc2c(c(=O)n(C)c(=O)n2C)n1C
 : 5%, 37%[activator], 0%, 9%, -5%, -13%, 2%, -3, 2%
(34) Cc1ccc(-c2c[n+](Cc3ccc(Cl)cc3)c3n2CCC3)cc1
 : -3%, 178%[activator], 5%, 0%, -5%, -2%, 6%, -11, -9%
(35) CC(=O)Oc1cc(C(=O)OCC(=O)N2CCc3ccccc3C2)cc(OC(C)=O)c1OC(C)=O
 : 40µM*, u, x, x, 2%, 7.1µM*, 5.3µM*, 1, x
(36) CCOC(=O)CNC(=S)N(Cc1ccco1)Cc1ccccc1Cl
 : -10%, 21%, -8%, 22%, -4%, -22%, 21%, -10, 0%
(37) COC(=O)c1cccc(NC(=O)C2CCCN2C(=O)c2cccs2)c1 (stereo unspecified)
 : -16%, 3%, x, x, -2%, -3%, -3%, -7, x
(38) CCCCn1c(N)c(NCCC)c(=O)[nH]c1=O
 : -1%, 15%, -1%, 35%, -5%, -21%, 1%, 0, -6%
(39) COC(=O)C1=C(C)N(c2ccc(OC)cc2)C(C)=C(C(=O)OC)C1c1ccc(OC)cc1
 : 0%, 118%[activator], -12%, 7%, -3%, -19%, -5%, 1, 73%[activator]
(40) Cc1cc(/C=N/n2cnnc2)c(C)n1-c1ccc(OCc2ccccc2F)cc1
 : -13%, -19%, -7%, 0%, -1%, -16%, -2%, 1, u
(41) C=Cc1ccc(Cn2c(C(=O)O)c(CNC3CCCCC3)c3ccc(C)cc32)cc1
 : -8%, 13%, -1%, 30%, -3%, -17%, x, -10, -9%
(42) CC(C)NC(=O)CN1C(=O)c2cccnc2Sc2ccccc21
 : 7%, -10%, -1%, 26%, 1%, -2%, x, -4, -5%
(43) Cc1ccc(Cl)cc1NC(=O)C1CCCCC1C(=O)O (stereo unspecified)
 : -2%, -4%, 1%, 28%, -1%, -9%, 0%, -6, -14%
(44) COc1ccc(/C=C/C(=O)Nc2nc(-c3cccs3)ns2)cc1
 : 1%, 10%, -7%, 10%, -5%, -5%, x, -13, -1%

7 compounds already listed, sorted by SMILES length, highest first.
Results follow in this order: Pol kappa inh, Pol iota inh, BLM helicase inh, POLB inh, Glioma ERSR ind, Pol eta inh, APEX1 inh, LDHA inh, Apoferritin bind
(39) COC(=O)C1=C(C)N(c2ccc(OC)cc2)C(C)=C(C(=O)OC)C1c1ccc(OC)cc1
 : 0%, 118%[activator], -12%, 7%, -3%, -19%, -5%, 1, 73%[activator]
(41) C=Cc1ccc(Cn2c(C(=O)O)c(CNC3CCCCC3)c3ccc(C)cc32)cc1
 : -8%, 13%, -1%, 30%, -3%, -17%, x, -10, -9%
(40) Cc1cc(/C=N/n2cnnc2)c(C)n1-c1ccc(OCc2ccccc2F)cc1
 : -13%, -19%, -7%, 0%, -1%, -16%, -2%, 1, u
(37) COC(=O)c1cccc(NC(=O)C2CCCN2C(=O)c2cccs2)c1 (stereo unspecified)
 : -16%, 3%, x, x, -2%, -3%, -3%, -7, x
(44) COc1ccc(/C=C/C(=O)Nc2nc(-c3cccs3)ns2)cc1
 : 1%, 10%, -7%, 10%, -5%, -5%, x, -13, -1%
(42) CC(C)NC(=O)CN1C(=O)c2cccnc2Sc2ccccc21
 : 7%, -10%, -1%, 26%, 1%, -2%, x, -4, -5%
(38) CCCCn1c(N)c(NCCC)c(=O)[nH]c1=O
 : -1%, 15%, -1%, 35%, -5%, -21%, 1%, 0, -6%

Not all compounds are listed (hit frequency here may not be typical).
